Compound activity as filed in PubChem BioAssay.
GPR35 arrestin U2OS: GPR35 antagonists blocking zaprinast-driven arrestin recruitment, primary screen, imaging, U2OS, beta-arrestin-GFP, zaprinast agonist (AID 2058). 290,000 tested, 0.052% active. U2OS GPR35 beta-arrestin-GFP translocation imaging, zaprinast antagonism; higher % means a stronger effect. one-dose inhibition, % at 10 µM; IC50 in µM for titrated hits;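 active = inhibition of at least 50% with at least 30 cells and total cytoplasm GFP at most 10,000,000; inconclusive = under 30 cells or total GFP of 10,000,000 plus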
HIV peptide binding: cell-free HIV fusion peptide-binding blockers – biochemical, uHTS, fluorescence dequenching, primary screen (AID 1986); cell-free peptide binding, fluorescence dequenching, 30 min; higher % means a stronger effect; inhibition, % at 20 µM, or IC50 in µM where a hit was titrated; 290,000 tested, 0.3% active; in the data active = inhibition mostly above about 52%, no sharp cut-off; inactive = mostly below about 76%; also: some results filed as inactive read as strong as hits
HEK293 NOD2/NF-kB: inhibition of NOD2-driven NF-kB reporter – cell-based, luminescence, uHTS, HEK293 (AID 1566); HEK293 NOD2/NF-kB luciferase reporter, luminescence; higher % means a stronger effect; 290,000 tested, 0.63% active; one-dose inhibition, % at 4 µM; EC50 in µM for titrated hits; also: many of its hits are not listed in these tables
KOR beta-arrestin-1: KOR agonists, beta-arrestin recruitment, primary screen, cell-based, luminescence, uHTS (AID 1777); activation, % at 10 µM, or EC50 in µM where a hit was titrated; KOR beta-arrestin recruitment, luminescence; higher % means a stronger effect; 280,000 tested, 0.02% active; in the data active = activation above about 50%, passing the limit was not always enough; also: a part of the inactive calls stands beside numbers as strong as those of hits
GPR55 beta-arrestin: selective activators of receptor GPR55 – imaging, U2OS cells, beta-arrestin-GFP redistribution, primary screen (AID 1961). U2OS GPR55 beta-arrestin-GFP redistribution imaging; higher % means a stronger effect. activation, % at 10 µM; hits with a dose series show EC50 in µM. 290,000 tested, 0.048% active;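 active = activation above 40% with more than 50 cells counted in the well; inconclusive = wells holding fewer than 50 cells, flagged as toxic or sparse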;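 also: U2OS osteosarcoma cells stably expressing GPR55 and beta-arrestin-GFP; plate controls were DMSO negative control for no effect and LPI positive control for full effect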
NOD1 inhibition: inhibition of NOD1-driven NF-kB reporter – cell-based, luminescence, uHTS, primary screen (AID 1578); NOD1-driven NF-kB luciferase reporter cells, luminescence; higher % means a stronger effect; 290,000 tested, 1% active; inhibition, % at 4 µM, or EC50 in µM where a hit was titrated; in the data active = inhibition mostly above about 36%, no sharp cut-off; inactive = mostly below about 34%;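 also: HEK-293T reporter cells stimulated with the NOD1 agonist gamma-tri-DAP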
GPR55 LPI antagonism: inhibition of LPI-stimulated GPR55 beta-arrestin translocation – imaging, U2OS, beta-arrestin-GFP, LPI agonist, primary screen (AID 2013); U2OS GPR55 beta-arrestin-GFP translocation imaging, LPI antagonism; higher % means a stronger effect; one-dose inhibition, % at 10 µM; IC50 in µM for titrated hits; 290,000 tested, 0.13% active;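 active = spots per cell inhibited over 60%, with over 100 cells counted and total cytoplasm intensity under 500,000; inconclusive = wells with under 100 cells, flagged as likely toxic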;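 also: U2OS cells stably carrying GPR55 and arrestin-GFP stimulated by 5 µM LPI near EC80; imaged beta-arrestin-GFP aggregate spots per cell after agonist stimulation; plate controls were LPI-stimulated DMSO wells for no effect and DMSO wells without LPI for full effect; some results filed as inactive read as strong as hits; confirmed hits need IC50 under 10 µM and bright autofluorescent wells are also inconclusive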
KOR beta-arrestin-2: kappa opioid receptor blockers – cell-based, luminescence, uHTS (AID 1778). KOR beta-arrestin recruitment, luminescence, antagonist mode; higher % means a stronger effect. inhibition, % at 10 µM; hits with a dose series show IC50 in µM. 290,000 tested, 0.091% active; also: strong numbers were not always called active
Myeloid diff 2: compounds promoting myeloid differentiation. calls only at 10 µM. ER-HoxA9 myeloid progenitors, lysozyme-GFP differentiation, flow cytometry. 360,000 tested, 1% active. AID 624256;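 active = normalized GFP-positive differentiation at or above the plate's own cutoff, the solvent-only control mean plus 3 SD; inconclusive = no clear call, values can overlap the other calls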;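 also: cells exposed to compound for four days before flow analysis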
Myeloid diff 2 GFP+ MAC1+ %: further read-out of Myeloid diff 2, marked with its call; GFP+ MAC1+ double positive, %; measured here: differentiation confirmed by MAC1 staining
The depositor's hits bear a star; i = inactive; ? = inconclusive; nt = no result given; [ ] = remark or other dose. Rule as the data show it, unless noted: active = inhibition above about 50%; inactive = the rest.

SMILES | GPR35 arrestin U2OS | HIV peptide binding | HEK293 NOD2/NF-kB | KOR beta-arrestin-1 | GPR55 beta-arrestin | NOD1 inhibition | GPR55 LPI antagonism | KOR beta-arrestin-2 | Myeloid diff 2 | Myeloid diff 2 GFP+ MAC1+ %
Cc1nc([N+](=O)[O-])c(C(=O)O)n1C | -7% | -0.6% | 2% | 0.8% | 0.1% | -23% | 17% | -9% | i | 0.1
O=C(CCN1C(=O)c2cccc3cccc(c23)C1=O)NCc1cccnc1 | -9% | -0.3% | 13% | 2.0% | 0.0% | -21% | -2% | -10% | i | 0.8
CCCNc1nc2c(c(=O)n(C)c(=O)n2C)n1Cc1ccc(F)cc1 | -12% | -1.4% | 20% | -0.9% | 0.7% | -22% | 6% | -18% | i | 5.5
Cc1ccc(C2Nc3cccc4cccc(c34)N2)cc1 | -6% | 22% | 3% | -6.5% | -0.2% | -22% | 7% | -44%[20 µM] | i | 0.6
COc1ccc(-c2cc(C(=O)Nc3nc4c(C)cccc4s3)c3ccccc3n2)cc1OC | 3% | 1.2% | -4% | 7.1% | 0.0% | 16% | 8% | -55% | i | 2.8
CCOc1ccc(CCNC(=O)COC(=O)c2ccccc2O)cc1OCC | -3% | -0.7% | 10% | -3.6% | 0.2% | -30% | 4% | 24% | i | 0.5
N/C(=N\OC(=O)c1cc(-c2ccccc2)nc2ccccc12)c1ccccn1 | -15% | -0.6% | -5% | nt | 38% | 21% | 12% | -19% | i | 0.8
O=C(Cn1c(=O)cnc2ccccc21)N1CCCc2ccccc21 | 1% | -0.3% | -9% | 4.5% | -0.3% | -29% | -8% | -27% | i | 1.0
Cc1nc2c(-c3ccccc3)c(C)nn2c(SCC(N)=O)c1Cc1ccccc1 | 9% | 1.3% | 13% | 2.8% | -0.3% | 15% | 1% | -27% | i | 0.2
Cc1nn(C(C)C(=O)Nc2ccc3c(c2)OCO3)c(C)c1[N+](=O)[O-] (stereo unspecified) | -3% | -3.4% | 12% | 1.4% | 0.8% | -39% | -2% | -39% | i | 0.8
CC(=O)C1=C(O)C(=O)N(c2cccnc2)C1c1ccc([N+](=O)[O-])cc1 (stereo unspecified) | 14% | -2.3% | -10% | 3.1% | -0.4% | 7% | 2% | -31% | nt | nt
COC(=O)c1cncc(O)c1 | 6% | -2.1% | 11% | -5.0% | -0.1% | -4% | 6% | -45% | i | 1.0
CCN1N=C(c2ccccc2)CCC1=O | 6% | -0.3% | 11% | -1.1% | -0.2% | -7% | -18% | -16%[20 µM] | i | 0.4
CCOc1cc(-c2cc(-c3ccc(C)cc3)nc(N)c2C#N)ccc1O | -12% | 21% | 14% | 4.8% | 0.3% | 8% | -2% | -19% | i | 0.8
O=C(COC(=O)c1ccc(S(=O)(=O)NCc2ccco2)cc1)NCC1CCCCC1 | -6% | 2.3% | 6% | -0.4% | 0.0% | 10% | 4% | -12% | i | 2.8
CCCCn1c(NCc2ccccn2)nc2ccccc21 | 4% | -1.1% | 18% | -0.8% | 0.5% | 18% | 0% | 1% | i | 3.8
CCOC(=O)C1C2C=CC3(CN(c4ccc(Cl)c(F)c4)C(=O)C13)O2 (stereo unspecified) | 2% | 4.1% | 4% | -1.6% | 0.4% | -7% | 3% | -4% | i | 1.8
Cc1ccc(-c2csc(N3C(=N)SCC3=O)n2)cc1 | 4% | -1.9% | -139% | -3.7% | -0.1% | 11% | 0% | 27% | nt | nt
CNC(=O)CN1C(=O)NC2(CCc3ccccc3C2)C1=O (stereo unspecified) | -9% | 0.6% | -2% | 4.1% | -0.7% | -30% | 3% | -37% | i | 0.5
COc1ccc(C(=O)n2c(SC)nc3cc4c(cc32)OCCO4)cc1 | 10% | 0.8% | -9% | -1.6% | 0.8% | 3% | 12% | 1% | i | 2.1
S=c1[nH]nc(Cc2noc3ccccc23)n1-c1ccc(Cl)cc1 | -9% | -1.0% | -4% | -4.5% | -0.2% | -24% | 7% | -26% | i | 0.0
O=C(CCCN1C(=O)/C(=C/c2cccs2)SC1=S)NNC(=O)c1ccncc1 | -3% | -1.2% | 24% | -4.6% | -0.5% | -10% | -2% | -1% | i | 0.3
CCCN1CCCc2cc(CN)ccc21 | 3% | 2.4% | 10% | -6.8% | -0.2% | 12% | -8% | -23% | i | 1.7
CC(C)C(OC(=O)c1nsc(Cl)c1Cl)C(=O)NCC1CCCO1 (stereo unspecified) | 2% | 0.3% | -20% | -0.8% | -0.4% | -22% | 7% | -39% | i | 0.8
O=C(COc1ccccc1F)N/N=C1\CCCc2ccccc21 | 19% | -0.2% | -71% | -4.2% | 0.3% | -21% | 9% | -33% | i | 1.7
CCc1ccc(C2NC(C(=O)O)CS2)cc1 (stereo unspecified) | 13% | -1.8% | 20% | 6.6% | -0.1% | 23% | -9% | 4% | nt | nt
Cn1c(=NC(=O)c2ccccc2[N+](=O)[O-])sc2cc(S(C)(=O)=O)ccc21 | nt | 0.2% | -123% | 22% | -0.3% | -48% | -3% | -83% | i | 0.4
Clc1ccc2ccc3cccnc3c2n1 | 19% | -1.0% | 17% | -6.3% | 0.0% | 1% | 6% | 7% | i | 1.0
Cc1ccc(C(=O)NCc2ccc(F)cc2)cc1NC1=NC2CS(=O)(=O)CC2S1 (stereo unspecified) | 7% | 1.1% | 8% | -5.5% | -0.1% | -41% | -2% | -15%[20 µM] | i | 1.8
Cc1ccc(/C=N/NC(=O)COc2ccc(Cl)c(C)c2)o1 | -7% | -1.5% | 8% | 2.2% | -0.1% | -7% | -2% | -7% | i | 0.3
C=CCOC(=O)C1=C(C)NC(SCC(=O)Nc2ccc(C)c(Cl)c2)=C(C#N)C1c1ccco1 (stereo unspecified) | -13% | -0.6% | 1% | -2.2% | -0.1% | 8% | 2% | -7% | i | 0.5
CCOc1cc(/C=N/NC(=O)c2ccc(NC(=O)C3CC3)cc2)ccc1O | -14% | -0.8% | 0% | 1.3% | 0.3% | -9% | 12% | 4% | i | 1.3
COc1ccc(N2CCN(C(=O)CN3C(=O)COc4ccccc43)CC2)cc1 | 9% | -1.2% | 6% | -2.3% | -0.2% | -23% | -26% | -4% | nt | nt
CC(=O)NC(=S)Nc1cccc(S(=O)(=O)NC2=NCCC2)c1 | 9% | 0.0% | 5% | 6.6% | -0.3% | -15% | -1% | 10% | i | 1.9
CN(C(=O)COC(=O)CNC(=O)c1sc2ccccc2c1Cl)c1ccccc1 | -12% | -1.2% | 9% | -2.1% | -0.2% | -25% | -4% | -7% | i | 0.6
CC1(C)NC(=O)N(CC(=O)Nc2nc(-c3ccc(F)cc3)cs2)C1=O | 0% | 0.9% | 11% | -5.0% | 0.0% | -17% | -7% | 0% | i | 6.7
O=C(CSc1nc2ccc(Nc3nc(N4CCOCC4)nc(N4CCOCC4)n3)cc2s1)NCc1ccco1 | -1% | -1.0% | 12% | -5.3% | 0.2% | 13% | 13% | 10% | i | 0.4
CSCC[C@H](NC(=O)C(C)Oc1ccc(Cl)cc1)c1nc2ccccc2[nH]1 (stereo partly specified) | -14% | -2.4% | -8% | 1.1% | 0.1% | -29% | 1% | -21% | i | 0.3
O=C(CN1CCOc2ccccc21)NCc1ccco1 | -18% | -5.0% | 8% | -4.2% | -0.1% | 4% | 12% | 8% | i | 2.1
OCC(O)CN1CCCC1 (stereo unspecified) | -7% | -0.9% | -3% | 5.4% | 0.0% | 4% | -5% | 30% | i | 0.2

3 of these compounds, reformatted.
molecule	GPR35 arrestin U2OS	HIV peptide binding	HEK293 NOD2/NF-kB	KOR beta-arrestin-1	GPR55 beta-arrestin	NOD1 inhibition	GPR55 LPI antagonism	KOR beta-arrestin-2	Myeloid diff 2	Myeloid diff 2 GFP+ MAC1+ %
O=C(CCN1C(=O)c2cccc3cccc(c23)C1=O)NCc1cccnc1	-9%	-0.3%	13%	2.0%	0.0%	-21%	-2%	-10%	i	0.8
CCCNc1nc2c(c(=O)n(C)c(=O)n2C)n1Cc1ccc(F)cc1	-12%	-1.4%	20%	-0.9%	0.7%	-22%	6%	-18%	i	5.5
Cc1ccc(C2Nc3cccc4cccc(c34)N2)cc1	-6%	22%	3%	-6.5%	-0.2%	-22%	7%	-44%[20 µM]	i	0.6

(continued)
SMILES | GPR35 arrestin U2OS | HIV peptide binding | HEK293 NOD2/NF-kB | KOR beta-arrestin-1 | GPR55 beta-arrestin | NOD1 inhibition | GPR55 LPI antagonism | KOR beta-arrestin-2 | Myeloid diff 2 | Myeloid diff 2 GFP+ MAC1+ %
Cc1ccc(-c2nnn(CC(=O)N(CC(=O)NC3CCCCC3)c3ccccc3F)n2)o1 | -15% | -0.1% | -2% | 5.2% | 0.2% | 22% | -15% | -23% | i | 1.8
Cc1cc(C)cc(NC(=O)CSc2nnc(-c3ccc(S(=O)(=O)N4CCCC4)cc3)o2)c1 | 13% | 0.6% | 5% | -3.2% | -0.1% | -9% | -14% | -2% | i | 7.5
Cc1ccc(S(=O)(=O)NCC(=O)N(CC2CCCO2)C(C(=O)NCC2CCCO2)C(C)C)cc1 (stereo unspecified) | 10% | 1.3% | 7% | -1.1% | 0.5% | -33% | 3% | 7% | i | 0.7
COc1ccc(NC(=O)CNC(c2ccccc2)c2ccccc2)cc1Cl | -14% | 0.3% | 7% | 1.5% | 0.0% | -13% | 4% | -55% | i | 0.4
COc1ccc(-c2csc(NC(=S)NC(=O)c3ccc(S(=O)(=O)N(C)C)cc3)n2)cc1OC | 20% | 0.1% | 9% | -2.4% | -0.2% | -2% | 17% | -4% | i | 0.3
Cc1cc(C)cc(Oc2coc3cc(OC(=O)c4cccnc4)ccc3c2=O)c1 | -8% | -0.8% | -4% | 2.0% | 1.3% | -13% | 10% | -8% | ? | nt
CCC(CC)c1nnc(NC(=O)CS(=O)(=O)c2ccc(C)cc2)s1 | 6% | 0.4% | 8% | -3.8% | -0.2% | -16% | 8% | -2% | i | 0.7
CCCCN(CC)CCNC(=O)c1cc2c(=O)n(CC)c3ccccc3c2s1 | -4% | -1.0% | -10% | -0.6% | 0.3% | -15% | 17% | -19% | i | 0.6
Cc1ccc(-c2nc(N)n(C(=O)c3cccs3)n2)cc1 | -8% | -0.9% | -8% | -6.1% | -0.3% | -22% | 2% | 11% | i | 0.2
COc1cccc(C(=O)Nc2nnc(SCC(=O)Nc3ccc(NC(C)=O)cc3)s2)c1 | -9% | 3.6% | -95% | -2.6% | -0.1% | -4% | -3% | 26% | i | 1.0
Cc1ccc(C(=O)Nc2nnc(C)s2)cc1 | -1% | 0.7% | -64% | 5.2% | -0.3% | -46% | 12% | -12% | i | 0.2
O=C(CNc1cccc2ccccc12)c1ccc([N+](=O)[O-])cc1 | -7% | 18% | 8% | -0.3% | -0.1% | -18% | 4% | -12% | i | 0.5
Cc1ccnc(N2C3CCC2CC(O)(c2ccccc2)C3)n1 (stereo unspecified) | 10% | 0.2% | 5% | nt | -0.1% | -9% | 9% | -31%[20 µM] | i | 0.5

Only part of the results is shown; rates above refer to the full screens.
